All columns: NCI-60 one-dose screen, growth in % after 48 h at 10 µM unless noted; 100 = growth as untreated, 0 = no growth, -100 = all killed.
SF-295 – SF-295 CNS cancer cells | AID 1794758 | hit rate 5.6% among 79,000
U251 – U251 CNS tumor cells. hit rate 5.4% among 80,000. AID 1794753
SF-268 – SF-268 CNS cancer cells; hit rate 3.1% among 82,000
SN12C – SN12C renal cancer cells. hit rate 3.8% among 81,000. AID 1794767
PC-3 – PC-3 prostate cancer cells | hit rate 3.9% among 80,000 | AID 1794754
SF-539 – SF-539 CNS cancer | hit rate 6.8% among 81,000
UO-31 – UO-31 renal cancer | AID 1794768 | hit rate 5.2% among 81,000
786-0 – 786-0 renal cancer cells; hit rate 5.1% among 81,000; AID 1794775
DU-145 – DU-145 prostate cancer | hit rate 4.2% among 81,000 | AID 1794760
Active calls of the source: *; · = not tested or not shown; & = joins results of further samples; [ ] = dose if it differs, or a comment. How the source made its calls: active means growth percent below 10; inactive means the rest. No enrichment for hits. About 9.4% of those tested had a hit in this group.

SMILES	SF-295	U251	SF-268	SN12C	PC-3	SF-539	UO-31	786-0	DU-145
COc1nc(OC)nc(-c2cc(-c3c(Cl)cccc3Cl)no2)n1	104	·	103	97	92	114	80	89	102
O=C(/C=C/c1ccc(F)c(F)c1)Nc1ccc(C=C2c3ccccc3C(=O)c3ccccc32)cc1	61	58	88	69	·	91	76	75	91
CC(C)(C)c1ccc(Oc2ccc([N+](=O)[O-])cc2[N+](=O)[O-])c(Br)c1	98	78	92	96	94	99	81	101	108
O=[N+]([O-])c1ccc(NCc2ccccc2)nc1	90	100	104	96	88	108	77	91	·
CC/C=C1/C(=O)C=C[C@@H]1C/C=C\CCCC(=O)OC	89	48	80	19	57	108	78	82	77
CCNC(=O)Oc1ccc(/C(=C(/C)Cc2ccc(OC)cc2)c2ccc(OCCN3CCOCC3)cc2)cc1	97	95	97	91	87	103	70	101	110
CC1(C)CCC(C)(C)c2c([N+](=O)[O-])cc([N+](=O)[O-])cc21	101	96	96	104	96	88	84	100	107
O=[N+]([O-])c1ccc(Sc2nc(Cl)nc(NC3CCCC3)n2)cc1	-94*[100 µM]	·	-93*[100 µM]	-89*[100 µM]	-90*[100 µM]	·	-84*[100 µM]	-83*[100 µM]	-100*[100 µM]
COc1ccccc1Nc1nc2c(s1)C1=CC[C@H]3[C@@H]4CC[C@H]([C@H](C)CCCC(C)C)[C@@]4(C)CC[C@@H]3[C@@]1(C)CC2	108	113	102	100	93	104	73	114	103
CN1c2ccccc2Sc2cc(/C=N/Nc3ccc(Br)cc3)ccc21	48	69	61	90	49	84	32	70	84

One compound at a time, as listed above. Values in the order: SF-295, U251, SF-268, SN12C, PC-3, SF-539, UO-31, 786-0, DU-145
CCNC(=O)Oc1ccc(/C(=C(/C)Cc2ccc(OC)cc2)c2ccc(OCCN3CCOCC3)cc2)cc1 reads 97, 95, 97, 91, 87, 103, 70, 101, 110
COc1nc(OC)nc(-c2cc(-c3c(Cl)cccc3Cl)no2)n1 reads 104, ·, 103, 97, 92, 114, 80, 89, 102
O=[N+]([O-])c1ccc(Sc2nc(Cl)nc(NC3CCCC3)n2)cc1 reads -94*[100 µM], ·, -93*[100 µM], -89*[100 µM], -90*[100 µM], ·, -84*[100 µM], -83*[100 µM], -100*[100 µM]
CC1(C)CCC(C)(C)c2c([N+](=O)[O-])cc([N+](=O)[O-])cc21 reads 101, 96, 96, 104, 96, 88, 84, 100, 107
CC/C=C1/C(=O)C=C[C@@H]1C/C=C\CCCC(=O)OC reads 89, 48, 80, 19, 57, 108, 78, 82, 77

(continued)
SMILES	SF-295	U251	SF-268	SN12C	PC-3	SF-539	UO-31	786-0	DU-145
O=C(CNc1ccccc1)N1CCN(c2ncnc3c2cnn3-c2ccccc2)CC1	70	97	79	79	67	84	31	86	84
CC(C)(C)N1CC(OC(N)=O)C1	113	101	109	100	·	98	85	96	109
COc1ccc2nc(-c3ccc(Cl)cc3)cc(-c3nnc(SCC(=O)Nc4ccc(/C(C)=N\O)cc4)o3)c2c1	43	-15*	33	-7.1*	14	68	78	26	26
O=c1oc2cc(OS(=O)(=O)c3ccc(F)cc3)ccc2c2c1CCCCC2	63	58	87	70	45	79	50	76	79
O=C(O)c1ccc(-n2cc(C(=O)O)c(-c3ccc(F)cc3F)n2)cc1	101	108	92	110	109	104	90	90	107
CCN(CC)C(=O)c1ccc(O)c(OC)c1	112&119	111&87	105&97	107&88	97&92	106&103	80&96	113&102	115
NC(=O)c1cc(Cl)ccc1NC(=O)c1ccc(-c2ccccc2)cc1	103	96	108	95	93	100	71	104	91
COc1ccc(Oc2nc(Nc3ccc(N4CCOCC4)cc3)ncc2NC(=O)c2cccc(SC)c2)cc1	96	81	88	99	75	79	56	75	97
C=C(C=O)[C@@H]1CC[C@]2(CN)CC[C@]3(C)[C@H](CC[C@@H]4[C@@]5(C)CCCNC(C)(C)[C@@H]5CC[C@]43C)[C@@H]12	31	69	107	109	63	109	100	103	110
CC(N)c1ccccc1 (stereo unspecified)	113	102	114	97	77	102	82	100	92
COc1cc2c3c(n(CCCN4CCCCC4)c(=O)c2cc1OC)-c1cc2c(cc1C3=O)OCO2	-76*	-92*	-55*	-72*	-87*	-89*	-89*	-56*	-92*
O=C(O)/C(Cc1ccco1)=N\O	92	101	·	97	84	99	91	96	·
C[C@@H](NC(=O)CSc1nnc(-c2ccc(NC(=O)c3cccnc3)cc2)o1)C(=O)O	113	103	107	98	102	103	85	104	116
CC(C)C1NC(=S)CNC1=S (stereo unspecified)	99	100	95	100	103	100	86	101	113
Cc1cccc(Cl)c1NC(=O)c1ccc2nc(NC(=O)NC3CC(C)(C)NC(C)(C)C3)sc2c1	80	·	70	57	66	42	89	85	103
Cn1c(=O)[nH]c(=O)c2nc3cc(-c4ccc(F)cc4F)oc3nc21	101	99	93	101	·	100	78	96	102
O=C1OC(=O)C2CC(c3ccccc3)=CCC12 (stereo unspecified)	97	106	100	107	102	94	86	102	101
CC1=C(CC(=O)c2cccc([N+](=O)[O-])c2)C(=O)c2ccccc2C1=O	-58*	-81*	-33*	-36*	43	-22*	-64*	-53*	-57*
COc1ccc(/C=C/C(=O)c2c(C)nc3ccccc3c2/C=C/c2ccccc2)cc1OC	61	46	60	57	58	83	50	79	40
Cc1c(C(=O)NCCc2ccc(N(C)C)cc2)nn(-c2ccc(Cl)cc2)c1-c1ccc(Cl)cc1	71	89	81	72	45	89	44	80	90
C=CCCCOC1[C@H](OCc2ccccc2)C(OCc2ccccc2)C(OC)O[C@@H]1CNC(=O)c1cccc(I)c1 (stereo partly specified)	35	25	31	39	25	32	35	40	50
CC(=O)OC1=CCCCC1	97	107	100	92	80	94	73	100	·
CCCCOCCOC(=O)CCCCCC1CCCCC1	98	96	97	102	99	104	90	105	105
Fc1cc(C(F)(F)F)ccc1-c1cncnc1NC1CCCCCC1	94	80	115	90	87	95	80	98	101
COC(=O)/C(CCC=C(C)C)=C1\[C@@H](OC(C)=O)C[C@@]2(C)[C@H]1CC(=O)N[C@H]1[C@@]3(C)CCNC(=O)[C@@H](C)[C@@H]3CC[C@@]12C	101	102	101	99	98	103	82	96	107
CCCCOC(=O)C1CC2CC1C1OC21 (stereo unspecified)	109	103	106	91	87	104	81	100	118
COc1ccc2nc(Cl)c(-c3cc(-c4ccccc4)nc(=S)[nH]3)cc2c1	51	87	68	76	67	64	·	78	73
O=C(NCc1ccc(Cl)cc1)c1ncoc1-c1ccc2c(c1)OCCO2	108	106	115	102	101	100	90	101	116
COc1c(F)ccc(C(=O)Nc2ccc3nc(NC(=O)C4CCCN(S(=O)(=O)c5cccc(Cl)c5)C4)sc3c2)c1F (stereo unspecified)	79	71	87	84	58	71	75	61	90
c1ccc(C(NC2CC3CCC2C3)c2ccccc2)cc1 (stereo unspecified)	95	92	105	94	97	111	65	97	108

Laid out differently: 4 of the compounds above.
CC(=O)OC1=CCCCC1
  SF-295: 97
  U251: 107
  SF-268: 100
  SN12C: 92
  PC-3: 80
  SF-539: 94
  UO-31: 73
  786-0: 100
  DU-145: ·

CCCCOCCOC(=O)CCCCCC1CCCCC1
  SF-295: 98
  U251: 96
  SF-268: 97
  SN12C: 102
  PC-3: 99
  SF-539: 104
  UO-31: 90
  786-0: 105
  DU-145: 105

Fc1cc(C(F)(F)F)ccc1-c1cncnc1NC1CCCCCC1
  SF-295: 94
  U251: 80
  SF-268: 115
  SN12C: 90
  PC-3: 87
  SF-539: 95
  UO-31: 80
  786-0: 98
  DU-145: 101

COC(=O)/C(CCC=C(C)C)=C1\[C@@H](OC(C)=O)C[C@@]2(C)[C@H]1CC(=O)N[C@H]1[C@@]3(C)CCNC(=O)[C@@H](C)[C@@H]3CC[C@@]12C
  SF-295: 101
  U251: 102
  SF-268: 101
  SN12C: 99
  PC-3: 98
  SF-539: 103
  UO-31: 82
  786-0: 96
  DU-145: 107

The results go on:
SMILES	SF-295	U251	SF-268	SN12C	PC-3	SF-539	UO-31	786-0	DU-145
C[C@@H]1N=C(c2csc3ccccc23)Nc2nc3ccccn3c2C1=O	84	87	66	84	78	77	52	90	73
Cc1c(C(N)=O)sc2nc(SCc3nnc(-c4ccccc4)o3)n(Cc3ccccc3)c(=O)c12	100	95	94	109	89	102	57	108	106
Cc1cc2c(cc1C)Nc1sc(NC(=O)CN3CCOCC3)nc1C(=O)N2	96	102	103	99	100	107	84	104	107
COC1C(CO)OC(n2cnc3c(=S)nc(N)[nH]c32)C1O (stereo unspecified)	91	104	83	102	113	95	86	98	111
Fc1ccc(Nc2nnc(-c3cc(F)c(F)c(F)c3)o2)cc1Cl	107	100	105	108	89	103	78	103	117
O=c1cc(-c2ccccc2)oc2c(O)c(O)ccc12	65	43	68	69	67	53	36	65	68
COc1ccc(C2CC(c3ccccc3O)=NN2c2ccc(S(N)(=O)=O)cc2)cc1OC (stereo unspecified)	·	77	72	87	53	87	58	73	93
Cc1ccc(S(=O)(=O)NNC(=O)c2cccnc2)cc1	111	108	95	99	97	103	76	104	100
c1coc(-c2cn3ccnc3c(-c3ccco3)n2)c1	98	101	100	103	91	99	89	107	108
Nc1nc(NCc2ccccc2)n(S(=O)(=O)c2ccc(F)cc2F)n1	101	107	106	97	82	98	98	104	111
Cc1ccc(-n2nnc(-c3nc4ccccc4c(=O)[nH]3)c2N)cc1	94	99	92	97	97	93	108	93	96
COC(=O)C1=C(C(=O)c2ccccc2)C(c2ccccc2)c2c(nc(C)[nH]c2=O)O1 (stereo unspecified)	110	109	101	111	99	107	90	101	103
O=C(Nc1ccccc1)Nc1ccc(Oc2ncnc3sc4c(c23)CCCC4)cc1	65	·	76	83	33	44	55	85	86
CCOC(=O)c1cccc(NC2=C(Cl)C(=O)c3nc(C)ccc3C2=O)c1	113	103	96	95	82	104	93	103	108
CC1C/C=C/C=C/C=C/C=C/C(O[C@@H]2O[C@H](C)[C@@H](O)[C@H](N)[C@@H]2O)CC2OC(O)(CC(O)CC3OC3/C=C/C(=O)O1)CC(O)C2C(=O)O (stereo partly specified)	97	96	107	95	90	105	79	97	105
O=C1/C(=C/c2ccc(O)cc2O)N=C2SCCCN12	96	99	97	·	100	94	98	82	104
COc1ccc(C(C)=O)cc1S(N)(=O)=O	95	99	101	101	86	104	91	89	106
CN(C)C(=S)SCCOc1ccc(Cl)cc1Cl	96	82	96	98	82	106	80	84	106
N#CC1C(=O)NC(c2cccc([N+](=O)[O-])c2)c2sc3c(F)cccc3c21 (stereo unspecified)	98	96	84	95	87	96	59	107	110
CNc1nc(Cl)nc2c1ncn2-c1ccccc1	104	88	92	90	100	55	68	105	93

An excerpt of these results, with values under each structure:
The line under a structure holds: SF-295	U251	SF-268	SN12C	PC-3	SF-539	UO-31	786-0	DU-145
CN(C)C(=S)SCCOc1ccc(Cl)cc1Cl
 : 96	82	96	98	82	106	80	84	106
COc1ccc(C(C)=O)cc1S(N)(=O)=O
 : 95	99	101	101	86	104	91	89	106

Additional structures follow.
SMILES	SF-295	U251	SF-268	SN12C	PC-3	SF-539	UO-31	786-0	DU-145
CC(C)C(NC(=O)CNC(=O)CN)C(=O)O (stereo unspecified)	100	118	104	100	89	106	75	113	119
NC(=S)N/N=C(/CCN1CCCC1)CC(C1=C(O)C2=CCCCC2OC1=O)c1ccccc1 (stereo unspecified)	98	88	90	85	86	95	64	105	87
CCN(CC)Cc1cc(Nc2c3ccc(Cl)cc3nc3ccc(OC)cc23)ccc1O	72	57	44	57	78	59	34	47	63
CCCCCCCCCCCCCCCCNC(=S)C(=S)NCCCCCCCCCCCCCCCC	110	107	104	123	92	105	86	106	105
CCCN(CCC)C(=O)C(c1ccccc1)C(O)(c1ccccc1)c1ccccc1 (stereo unspecified)	97	79	79	95	50	96	78	92	94
Cc1ccc(Nc2cc(Br)c(N)c3c2C(=O)c2ccccc2C3=O)cc1	119	98	117	98	83	98	89	99	87
COc1cc(C(=O)N2N=C(c3ccc(S(C)(=O)=O)cc3)CC2c2ccco2)cc(OC)c1OC (stereo unspecified)	43	58	88	93	51	79	19	75	83
Cc1ccc(NC(=O)Nc2cc(C(F)(F)F)cc(C(F)(F)F)c2)c(C(=O)O)c1	99	94	87	93	77	93	86	100	104
Cc1cc(C)c(C(=O)c2ccccc2)c(C)c1	105	104	102	95	93	117	75	106	113
COc1cc(-c2nc3ccccc3[nH]2)cc(CN2CCN(c3ccccc3)CC2)c1O	102	96	75	69	71	104	57	96	88

Assay outcomes: PubChem BioAssay, NCI
